# S100A4 inh HTS: S100A4-myosin IIA interaction inhibition | P26447 | hit rate 0.14% among 360,000 | inhibition, % at 10.7 µM | S100A4/TAMRA-MyoIIA peptide fluorescence polarization | AID 652163;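 active = mean inhibition of at least 70% across replicates, with every replicate also reaching that level; inconclusive = mean inhibition reaches 70% but some replicates fall short; inactive = mean inhibition below 70%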
# Target sequence (P26447 whole entry, looked up): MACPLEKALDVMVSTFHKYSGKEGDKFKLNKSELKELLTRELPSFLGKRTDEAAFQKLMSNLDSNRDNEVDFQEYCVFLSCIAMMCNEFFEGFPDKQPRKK
#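 incubation = readout 5 min after mixing, signal stable up to 60 min | system = S100A4 monomer protein | buffer or medium = HEPES pH 7.2 with CaCl2, KCl, NaCl, DTT, Triton | benchmarks = neutral control DMSO, positive control TFP | also added = fluorescent myosin IIA peptide, 5 nM | compound dosing = one concentration per compound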
# esBAF inh: SWI/SNF esBAF complex inhibition. mouse ES cells, Bmi1-luciferase knock-in reporter, 24 h; 100% = twice the neutral-well signal. hit rate 2% among 350,000. reporter increase, % at 12.5 µM. AID 602393; in the data active = activation above about 40%; inconclusive = no clear call, values can overlap the other calls;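 note: 0% = median of the plate's neutral control wells and 100% = double that signal; a rise in the Bmi1 reporter signal indicates esBAF inhibition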
# RAD52 inh: RAD52 (human) annealing inhibition. P43351. recombinant RAD52 DNA annealing, FRET fluorescence. inhibition, % at 18.7 µM. hit rate 0.46% among 360,000. AID 651710;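 active = every replicate showing at least 50% inhibition; inconclusive = mean inhibition at least 50% but not in every replicate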
# FN deposition inh: fibronectin deposition inhibition | inhibition, % at 12.6 µM | AH1F fibroblasts, Alexa488-fibronectin deposition fluorescence, overnight | hit rate 0.086% among 350,000;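 active = mean inhibition across replicates of 30% or more, regardless of how many single replicates reach that level; inconclusive = mean under 30% yet at least half of replicates reach 30%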;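 note: positive control wells lacked labelled fibronectin entirely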
#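 Material: AH1F fibroblasts assembling fluorescent fibronectin matrix; amount: 10000 AH1F cells/well; medium: DMEM, 2% serum; reagent: Alexa488-fibronectin, 24 nM final in well; dosing: single compound dose, delivered by pin transfer; incubation: 1 h adhesion, overnight exposure; detection: fluorescence after three HBSS washes, excitation 485 nm, emission 525 nm; measure: fibronectin deposition inhibition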
# RAD54 inh: blocks human RAD54 Holliday junction branch migration | Q92698 | FAM/BHQ fluorescence | inhibition, % at 10.4 µM | hit rate 0.14% among 360,000;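 active = mean normalized replicate activity at least 40 and at least half of replicates scoring 40 or more; inconclusive = only one of the two criteria met; inactive = mean below 40 and under half of replicates reaching 40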;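 note: 0% = median of neutral control wells and 100% = median of positive control wells; inhibitors cause a drop in the FAM fluorescence signal; in these data hits start at about 50%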
# Target sequence (Q92698 whole entry, looked up): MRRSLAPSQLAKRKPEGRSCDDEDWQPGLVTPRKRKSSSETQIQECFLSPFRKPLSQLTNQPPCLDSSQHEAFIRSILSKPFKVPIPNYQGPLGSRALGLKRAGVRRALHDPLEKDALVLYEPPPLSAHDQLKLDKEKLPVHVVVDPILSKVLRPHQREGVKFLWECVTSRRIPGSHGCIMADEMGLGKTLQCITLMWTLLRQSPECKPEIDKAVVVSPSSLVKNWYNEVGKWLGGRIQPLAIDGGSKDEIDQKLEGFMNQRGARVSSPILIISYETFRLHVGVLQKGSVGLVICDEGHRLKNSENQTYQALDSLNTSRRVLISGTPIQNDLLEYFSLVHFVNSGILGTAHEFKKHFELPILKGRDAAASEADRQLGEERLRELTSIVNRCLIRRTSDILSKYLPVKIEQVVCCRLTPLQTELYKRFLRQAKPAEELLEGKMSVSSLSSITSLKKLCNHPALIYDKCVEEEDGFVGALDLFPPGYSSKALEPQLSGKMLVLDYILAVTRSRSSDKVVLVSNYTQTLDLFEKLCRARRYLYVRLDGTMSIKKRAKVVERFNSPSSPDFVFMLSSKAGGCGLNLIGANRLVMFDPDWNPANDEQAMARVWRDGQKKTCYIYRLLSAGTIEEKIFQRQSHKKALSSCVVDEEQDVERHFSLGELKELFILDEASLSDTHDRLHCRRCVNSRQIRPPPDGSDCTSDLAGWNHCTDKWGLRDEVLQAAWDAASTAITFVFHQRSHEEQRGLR
# EWS-Fli block: EWS/Fli transcriptional activity inhibition; A673 NR0B1-luciferase reporter, viability-normalised; inhibition, % at 12.6 µM; hit rate 0.67% among 350,000; AID 651661;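 active = mean inhibition of at least 50% after viability correction, with every replicate also passing that limit; inconclusive = mean reaches 50% but only one of two replicates passes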;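 note: firefly luciferase signal divided by Alamar Blue viability fluorescence both relative to DMSO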
# E-selectin induc: induces E-selectin expression in human endothelial cells; P16581; HUVEC E-selectin immunofluorescence imaging; normalized: neutral wells 0, TNF-alpha wells 100; activation, % at 7.58 µM; hit rate 0.37% among 260,000;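 active = mean E-selectin-positive cell signal at least 10% of the positive control, reached in at least 60% of replicates, without over 20% cell loss; inconclusive = no rule given, readout overlaps actives, possibly toxicity-flagged; inactive = the rest, including those meeting only one limit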;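 note: in these data hits start at about 27%; measured in HUVEC primary endothelial cells; signal is the percent of cells scored E-selectin positive by PE staining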
#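 Read-out basis: % PE-positive cells; Test system: HUVEC primary endothelial cells; Technique: immunofluorescence imaging; Dosing: single-point compound dose.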
# XiGFP reactiv: X-chromosome reactivation activator; activation, % at 7.58 µM; XiGFP mouse fibroblasts, % GFP-positive cells imaging, 3 d; cells co-treated with 5-aza-dC sensitizer; scaled so ellipticine positive control = 100%; hit rate 0.055% among 360,000;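 active = mean normalized replicate activation at least 10% and every replicate at or above 10%; inconclusive = only one of the two criteria met; inactive = mean below 10% and not all replicates reach 10%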;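 note: 0% = median of on-plate neutral control wells and 100% = ellipticine 6 µM median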
#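 Material: XiGFP fibroblasts, SV40-immortalized. Buffer or medium: DMEM plus 5-aza-dC sensitizer. Compound: single concentration per compound, delivered by pin transfer. Times: 3 days compound exposure. Controls: ellipticine 6 µM.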
# * marks the source's active call; other numbers are inactive results; ? = inconclusive; · = no result given.
SMILES,S100A4 inh HTS,esBAF inh,RAD52 inh,FN deposition inh,RAD54 inh,EWS-Fli block,E-selectin induc,XiGFP reactiv
O=C(C[C@H]1C[C@@H]2c3cc(NC(=O)Nc4ccccc4F)ccc3O[C@@H]2[C@H](CO)O1)NCC(F)(F)F,0.2,3.3,0.6,·,-1.7,-4.6,-0.4,0.0
CCC(=O)N1CC2(CN(C(=O)Nc3ccc(F)cc3)C2)c2c([nH]c3cc(OC)ccc23)[C@H]1CO,·,·,-5.9,·,·,-8.6,0.6,-0.1
C[C@@H]1CCCCO[C@H](CN(C)C(=O)C2CCCCC2)[C@H](C)CN([C@H](C)CO)C(=O)c2cc(NS(=O)(=O)c3cn(C)cn3)ccc2O1,-1.5,1.7,10.8,·,0.4,-13.2,0.0,-0.1
O=C1CN(Cc2ccccc2)C[C@H]2[C@@H](c3ccc(Br)cc3)[C@H](CO)N12,-3.8,·,-10.3,·,·,-3.7,-0.1,0.0
O=C(Nc1ccccc1)N1CCC(C(=O)N2CCCC(C(F)(F)F)C2)CC1 (stereo not given),-12.5,3.5,2.4,5.3,10.2,·,·,0.2
COc1cc2c(cc1OC)-c1cc(N3CCCc4ccccc43)nc(=O)n1CC2,-2.8,-3.6,-2.5,·,3.9,15.6,·,·
Cc1ccc(-c2nc3ccccc3n2C(C(=O)NC(C)(C)C)C2CC2)cc1 (stereo not given),6.3,·,-9.0,5.0,·,-13.7,-0.2,-0.1
C[C@@H]1CCCCO[C@H](CN(C)C(=O)Nc2ccccc2)[C@@H](C)CN([C@H](C)CO)C(=O)c2cc(NC(=O)Nc3ccc(F)cc3)ccc2O1,-0.6,-5.2,-9.8,·,-6.0,-8.3,0.1,0.4
Cc1c(C(=O)O)sc(S(=O)(=O)N2CCN(C(=O)Cc3ccccc3Cl)CC2)c1C(=O)O,-2.6,-6.3,-4.6,7.1,-3.6,-1.9,-0.8,0.0
C[C@H](O)C#Cc1ccc2c(c1)O[C@H](CN(C)C(=O)c1ccncc1)[C@H](C)CN([C@H](C)CO)S2(=O)=O,3.4,-0.8,-8.7,-3.2,-2.6,-8.7,0.0,0.6
O=C1NC(c2ccccc2)=C(c2nc3ccccc3s2)C(c2ccccc2)N1 (stereo not given),7.2,14.5,-17.6,·,-0.7,7.8,·,·
C[C@@H]1CN([C@@H](C)CO)S(=O)(=O)c2ccc(-c3cccnc3)cc2O[C@@H]1CN(C)C(=O)CC1CC1,3.6,-10.0,8.9,·,-1.1,6.3,0.0,-0.5
Cc1cccc(C(=O)NC2CCN(CC(=O)Nc3cccc(Cl)c3)CC2)c1,-10.8,8.3,-13.7,6.0,8.7,4.0,·,0.0
CCS(=O)(=O)Nc1ccc2c(c1)C(=O)N(C)[C@@H]1CC[C@H](CC(=O)N3CCOCC3)O[C@H]1CO2,1.9,6.4,-6.7,-5.0,8.4,2.5,0.0,0.3
COc1cc(OC)c(C(=O)OCC(=O)NCCC2=CCCCC2)cc1OC,-15.0,3.3,-2.6,-2.6,-3.5,-4.7,·,-0.1
Cc1c(NS(=O)(=O)c2ccc(Cl)c(C(=O)OCC(=O)NCc3ccco3)c2)c(=O)n(-c2ccccc2)n1C,1.8,5.3,2.4,5.8,7.0,-14.6,0.8,0.0
COc1ccc(C(OCC(O)CNCCc2ccc(S(N)(=O)=O)cc2)c2ccc(OC)cc2)cc1 (stereo not given),0.0,-1.1,-42.2,1.9,1.5,19.7,-0.1,0.1
CN(C)c1ccc(P(=O)(Nc2cccc(C(F)(F)F)c2)N2CCOCC2)c(NC(=O)c2cccs2)c1 (stereo not given),-0.8,15.8,-5.3,1.2,-2.9,3.3,·,0.1
CNC(=O)N1c2ccccc2C=Cc2ccccc21,-5.5,-4.3,-6.8,-2.0,1.6,7.9,0.8,0.1
CNC(=O)C[C@@H]1CC[C@H]2[C@H](COc3ccc(NC(=O)c4cc(F)cc(F)c4)cc3C(=O)N2C)O1,-4.0,-0.2,23.3,2.2,0.9,-11.3,-0.1,0.0
Cc1ccc(C2C(C(=O)O)c3ccccc3C(=O)N2C)c(C)c1 (stereo not given),2.6,·,-19.9,2.0,0.4,3.4,·,0.0
CC1=C(C(N)=O)C(c2ccccc2)n2nc(-c3cccc(C)c3)nc2N1 (stereo not given),0.5,-2.1,-3.6,-0.9,0.1,-1.8,-0.2,0.3
O=C1C(Cc2ccc(O)cc2)NC(=S)N1Cc1ccccc1 (stereo not given),15.8,-6.0,-16.3,2.1,5.3,9.3,3.8,0.6
C[C@H](CO)N1C[C@H](C)[C@@H](CN(C)Cc2ccccc2)Oc2ccc(NC(=O)CCC(F)(F)F)cc2CC1=O,9.6,-0.8,-4.2,·,1.8,1.2,-0.1,-1.0
CSc1nnc(Cn2c(=O)sc3ccccc32)n1-c1ccccc1,1.2,-3.9,-5.7,-2.2,8.4,-4.7,0.0,0.1

# Part of the list above, limited to esBAF inh, EWS-Fli block and E-selectin induc:
Compound,esBAF inh,EWS-Fli block,E-selectin induc
C[C@H](O)C#Cc1ccc2c(c1)O[C@H](CN(C)C(=O)c1ccncc1)[C@H](C)CN([C@H](C)CO)S2(=O)=O,-0.8,-8.7,0.0
C[C@@H]1CN([C@@H](C)CO)S(=O)(=O)c2ccc(-c3cccnc3)cc2O[C@@H]1CN(C)C(=O)CC1CC1,-10.0,6.3,0.0
Cc1c(NS(=O)(=O)c2ccc(Cl)c(C(=O)OCC(=O)NCc3ccco3)c2)c(=O)n(-c2ccccc2)n1C,5.3,-14.6,0.8

# (more compounds)
SMILES,S100A4 inh HTS,esBAF inh,RAD52 inh,FN deposition inh,RAD54 inh,EWS-Fli block,E-selectin induc,XiGFP reactiv
CCCN1CCN(C(=O)c2nn(-c3ccc(OC)cc3)c(=O)c3c2c2ccccc2n3C)CC1,-3.6,0.5,-7.3,5.7,·,2.4,1.7,0.2
CC(C)(C)C1CCC(OCC(O)CN2CCCC2)CC1 (stereo not given),3.7,-5.5,-6.9,-12.9,-2.3,16.5,·,0.3
CN(CC(=O)Nc1ccc(F)cc1)c1ccc(S(=O)(=O)N2CCCC2)cn1,1.2,-3.8,-11.9,-6.3,-10.2,6.3,·,0.2
C[C@@H]1CN([C@H](C)CO)C(=O)c2cccc(NC(=O)CCCCCC(=O)Nc3ccccc3N)c2O[C@@H]1CN(C)C(=O)NC1CCCCC1,-1.6,·,11.1,-16.5,·,-3.1,0.0,-1.3
O=C(N/N=C/c1ccc(O)c(O)c1)c1ccc(CSc2cccc3cccnc23)cc1,9.0,12.2,-4.0,8.1,3.1,·,·,·
CCCCNC(=O)CCn1c(=O)c2ccccc2n(Cc2cc(C)ccc2C)c1=O,41.3,·,-5.0,-2.5,6.0,-5.1,·,0.0
C[C@@H]1CCCCO[C@@H](CN(C)CC2CCCCC2)[C@H](C)CN([C@H](C)CO)C(=O)c2cc(NC(=O)Nc3ccc4c(c3)OCO4)ccc2O1,3.1,-1.2,29.5,·,-3.5,4.3,-0.1,0.0
CC(C)CC#Cc1ccc2c(c1)O[C@H](CN(C)C(=O)Cc1ccncc1)[C@@H](C)CN([C@@H](C)CO)S2(=O)=O,-7.3,-6.3,-2.0,·,-20.2,9.9,-0.2,-0.9
C[C@@H]1CN([C@@H](C)CO)C(=O)c2cccc(NS(=O)(=O)c3cn(C)cn3)c2O[C@@H]1CN(C)S(=O)(=O)c1ccc(Cl)cc1,-6.6,0.8,-3.9,-6.5,-6.9,-4.9,0.0,0.2
C[C@H]1CCCCO[C@H](CN(C)Cc2ccc(C(F)(F)F)cc2)[C@@H](C)CN([C@@H](C)CO)C(=O)c2cc(NC(=O)c3ccccc3)ccc2O1,0.4,-2.1,-20.8,·,-1.1,20.6,-0.1,0.1
CCN(C(=S)Nc1ccc(C(C)=O)cc1)C1CCCCC1,1.2,·,-7.0,-17.7,·,-11.4,0.8,0.0
C/C=C/c1ccc2c(c1)O[C@@H](CN(C)C(=O)C1CCCCC1)[C@@H](C)CN([C@H](C)CO)S2(=O)=O,4.0,-0.3,4.1,·,10.0,1.2,-0.1,-0.9
CSc1nc(N)nc2c1ncn2CC(=O)NCc1ccc2c(c1)OCO2,-2.9,11.3,2.5,·,-2.4,5.8,0.6,0.5
Cc1cc(NC(=O)Nc2cc(Cl)sc2Cl)no1,10.7,11.6,-8.4,-7.9,4.8,-7.4,0.6,0.0
O=C(CC1CCCCC1)NCc1ccc(Cl)cc1,4.8,?,-11.8,2.2,-4.1,-67.9,-0.2,0.1
Cc1cc(C)nc(SCC(N)=O)n1,1.6,-10.6,-8.4,-7.8,5.0,-1.7,-1.3,0.1
COc1ccc(NC(=O)N(C)C[C@@H]2Oc3ccc(NC(=O)CCC(F)(F)F)cc3C(=O)N([C@@H](C)CO)C[C@@H]2C)cc1,-0.1,-5.2,-11.8,·,9.1,-8.6,-3.1,0.0
CCCCOc1ccc(C(=O)NCC(=O)N2CC=C(c3ccccc3)CC2)cc1,9.0,-6.3,-4.3,·,5.8,-1.7,-0.3,-0.1
O=C(CCCOC(=O)c1ccc(O)cc1O)c1ccc(Br)cc1,14.9,5.3,-14.6,-2.6,1.2,-0.4,0.3,-0.1
CN1CCN(C(=O)c2ccccc2NC(=O)c2ccc(C(C)(C)C)cc2)CC1,5.5,8.6,-10.0,·,-7.1,-3.9,0.6,0.2
CC1(C)CC(=O)c2cnc(NC3CC3)nc2C1,-3.4,3.5,-14.5,0.5,·,-6.2,-0.1,-0.1
COc1ccc(Cl)cc1CSc1n[nH]c(C)n1,-3.9,-3.1,2.9,·,-0.8,-5.5,·,·
C[C@@H]1CCCCO[C@@H](CN(C)S(C)(=O)=O)[C@@H](C)CN([C@H](C)CO)C(=O)c2cc(NS(C)(=O)=O)ccc2O1,·,1.5,·,·,-0.2,-17.9,-0.2,0.2
CCCNC(=O)N1C[C@H](C)[C@@H](OC)CN(C)C(=O)c2ccc(NS(C)(=O)=O)cc2OC[C@@H]1C,6.1,-1.1,-0.1,5.0,3.7,-5.5,0.1,0.0
C=CCOC(=O)C1=C[C@H](c2csc3ccccc23)C[C@H](OCc2ccc(CO)cc2)O1,·,-4.0,·,-4.1,3.7,-39.3,0.2,0.0
CC(C)Oc1ccc(CN2CCCC(CO)(Cc3ccc(F)cc3)C2)cc1 (stereo not given),-18.4,-3.7,-15.5,-4.3,2.9,27.4,0.3,0.1
CCCN1C[C@@H](C)[C@@H](OC)CN(C)C(=O)c2cc(NC(=O)c3ccc(F)cc3)ccc2OC[C@H]1C,-0.6,-1.6,13.4,1.4,2.4,9.5,-0.1,0.2
CCC(=O)N1CCC(C(N)=O)(N2CCCCC2)CC1,-0.3,·,-4.4,7.2,·,-11.1,0.2,0.1
CCC1(C)NC(=O)N(CC(=O)Nc2cc(C)on2)C1=O (stereo not given),-2.7,-3.8,-4.6,-1.7,-1.6,1.9,-0.9,0.2
Cn1c(=O)c(Nc2ccc(O)cc2)c2c3c(cccc31)C(=O)c1ccccc1-2,-2.2,·,-1.5,19.7,·,-12.3,·,0.0

# Screens (PubChem)
